Gli-Sufu antag = blocks Gli-Sufu signaling in a luciferase reporter. Sufu-KO-LIGHT fibroblasts, Gli luciferase reporter luminescence. inhibition, % at 5 µM. 340,000 tested, 0.74% active. AID 588413;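 active means inhibition above about 55%, limit read from the data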;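 further: 0% = DMSO-treated cells and 100% = wells with medium but no cells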
Jurkat NFkB inh = lowers PMA/ionomycin-induced NF-kB signal in Jurkat cells. PMA/ionomycin-induced NF-kB luciferase reporter, luminescence. inhibition, % at 4 µM. 330,000 tested, 0.53% active. AID 435003; in the data active means inhibition above about 50%
APJ antagonist = antagonists of human APJ apelin receptor; CHO-K1 APJ beta-arrestin complementation, luminescence; inhibition, % at 20 µM; 330,000 tested, 0.32% active;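 active means inhibition above about 40% at 20 µM, limit read from the data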;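 further: cells challenged with 10 nM apelin-13 agonist together with compound; plate controls were apelin-13 plus DMSO wells for no effect and DMSO wells lacking apelin-13 for full effect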
697 NFkB inh = lowers PMA/ionomycin-induced NF-kB signal in 697 B cells | 330,000 tested, 0.33% active | AID 435022 | inhibition, % at 4 µM | 697 B-cell NF-kB luciferase reporter, 16 h; in the data active means inhibition above about 35%
CCR6 antagonist = antagonists of human CCR6 receptor; AID 493098; 340,000 tested, 0.49% active; inhibition, % at 20 µM; P51684; CHO-K1 CCR6 PathHunter beta-arrestin, luminescence, CCL20-stimulated;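 active means compounds whose inhibition of the agonist-driven luminescence signal at 20 µM reaches about 50%, limit read from the data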;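 further: cells stimulated with CCL20 at 14 nM final; plate controls were DMSO with CCL20 for no effect and DMSO without agonist for full effect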
Target sequence (P51684 whole entry, looked up): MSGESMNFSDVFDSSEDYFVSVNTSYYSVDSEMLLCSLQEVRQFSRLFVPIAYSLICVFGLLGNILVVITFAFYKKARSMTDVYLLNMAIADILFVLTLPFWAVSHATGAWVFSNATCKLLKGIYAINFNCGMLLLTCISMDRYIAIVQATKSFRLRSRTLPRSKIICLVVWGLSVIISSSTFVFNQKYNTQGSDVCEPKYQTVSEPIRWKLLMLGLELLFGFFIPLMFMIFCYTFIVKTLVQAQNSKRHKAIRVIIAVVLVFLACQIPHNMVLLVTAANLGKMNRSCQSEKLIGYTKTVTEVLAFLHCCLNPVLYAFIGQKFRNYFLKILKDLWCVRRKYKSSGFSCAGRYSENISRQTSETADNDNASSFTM
UBC13 polyUb = inhibitors of human UBC13 polyubiquitin chain formation | inhibition, % at 20 µM | TR-FRET | 330,000 tested, 0.47% active | P61088; in the data active means inhibition above about 45%, passing the limit was not always enough
Target sequence (P61088 whole entry, looked up): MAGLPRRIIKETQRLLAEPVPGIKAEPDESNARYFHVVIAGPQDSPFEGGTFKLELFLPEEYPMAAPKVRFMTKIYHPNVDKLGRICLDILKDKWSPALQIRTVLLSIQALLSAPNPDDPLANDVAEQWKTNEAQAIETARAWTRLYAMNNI
EBI2 block = blocks human EBI2 receptor beta-arrestin signaling | AID 651636 | EBI2 beta-arrestin recruitment, luminescence, 7a,25-OHC stimulated | 360,000 tested, 0.81% active | inhibition, % at 5 µM | P32249; in the data active means inhibition above about 38%;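 further: enzyme fragment complementation signal reports receptor beta-arrestin coupling in cells; 0% = agonist plus DMSO wells and 100% = wells without agonist; some results beyond the cut were filed as inactive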
Target sequence (P32249 whole entry, looked up, the tested form may be a part): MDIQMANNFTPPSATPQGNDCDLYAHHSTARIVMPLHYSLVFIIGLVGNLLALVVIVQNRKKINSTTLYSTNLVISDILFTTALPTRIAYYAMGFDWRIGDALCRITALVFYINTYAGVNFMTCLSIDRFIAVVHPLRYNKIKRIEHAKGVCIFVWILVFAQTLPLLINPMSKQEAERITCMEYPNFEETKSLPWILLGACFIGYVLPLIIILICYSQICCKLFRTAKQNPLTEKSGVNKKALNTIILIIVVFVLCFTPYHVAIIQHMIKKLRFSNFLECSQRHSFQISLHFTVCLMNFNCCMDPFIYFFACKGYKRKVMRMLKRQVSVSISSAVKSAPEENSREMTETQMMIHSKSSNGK
CXCR6 inh = inhibitors of human CXCR6 receptor | AID 602244 | CHO-K1 PathHunter CXCR6 beta-arrestin, luminescence | 360,000 tested, 0.36% active | inhibition, % at 20 µM; in the data active means inhibition above about 34%, passing the limit was not always enough;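 further: antagonist mode with CXCL16 agonist at 10 nM final; 0% = 10 nM CXCL16 with DMSO and 100% = unstimulated wells without agonist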
Numbers without * were called inactive; / = no result given.

(1) O=C(CCc1ccccn1)N1CCCC(Nc2cccc(F)c2)C1 (stereo unspecified)
(2) CS(=O)(=O)N1CCc2cc(C(=O)Nc3ccc(O)cc3)ccc21
(3) Cc1c(C(=O)N2CCN(c3ccccc3F)CC2)sc2ncn(CC(=O)N3CCOCC3)c(=O)c12
(4) CC(C)c1ccccc1OS(N)(=O)=O
(5) Cc1ccc2nc(C)c3c(c2c1)COC3
(6) CC(C)C(NC(=O)CSCc1ccc([N+](=O)[O-])cc1)C(C)C
(7) CC(=O)N/N=C/c1cc(C(C)C)cc(/C=N/NC(C)=O)c1O
(8) Cc1cc(C(=O)CN2C(=O)NC(c3ccccc3)(c3ccccc3)C2=O)c(C)n1Cc1ccccc1

compound no.	1	2	3	4	5	6	7	8
Gli-Sufu antag	49	8	9	-8	10	-11	6	-4
EBI2 block	-9	0	-7	-7	-2	11	3	9
CXCR6 inh	3	-13	5	-3	9	-8	-3	0
697 NFkB inh	-19	0	2	18	-49	5	6	-9
CCR6 antagonist	18	5	2	20	6	0	-9	5
APJ antagonist	-10	-1	-1	3	-28	0	-7	-4
UBC13 polyUb	-6	1	2	-7	-21	4	2	6
Jurkat NFkB inh	10	6	10	-10	31	6	4	19

(9) O=C(COc1ccccc1)Nc1nnc(-c2ccc(F)cc2)o1
(10) CC(CCn1cccn1)NC(=O)c1cc(COc2ccc(F)cc2Cl)on1 (stereo unspecified)
(11) CCN1C(=O)CSc2ccc(C(=O)NCc3ccccc3OC)cc21
(12) COc1cccc(CC(=O)Nc2nc3c(s2)C(=O)CC(C)(C)C3)c1
(13) C=CCc1cc(Cl)ccc1OCCOCCNCCOC
(14) CCOC(=O)C1(Cc2cccc(OC)c2)CCN(Cc2cc(OC)ccc2OC)CC1
(15) Cc1nn(C)c(C)c1NC(=O)CCCSc1nc(-c2ccco2)cc(C(F)(F)F)n1
(16) NCCCCCc1nnc(SC/C=C/c2ccccc2)o1

compound no.	9	10	11	12	13	14	15	16
Gli-Sufu antag	-9	17	2	2	13	42	3	6
EBI2 block	-1	5	-1	1	-21	15	-9	0
CXCR6 inh	8	-1	-1	0	2	-15	2	-4
697 NFkB inh	-21	5	33	12	9	15	-13	8
CCR6 antagonist	1	-6	-14	13	11	11	-17	13
APJ antagonist	-7	-10	1	-31	5	0	-4	4
UBC13 polyUb	-17	-3	8	0	6	6	-2	2
Jurkat NFkB inh	-22	-17	4	-4	5	-2	3	2

Quoted from the listing:
For CCR6 antagonist, cpd 13 is entered as 11
For EBI2 block, cpd 15 is entered as -9

Next section:
(17) Cc1cc(C)nc(N2CCCC(C(=O)NCc3ccccc3)C2)n1 (stereo unspecified)
(18) Cc1ccccc1C(=O)Nc1ccc(N2CCCCCC2)cc1
(19) CNC(=S)N(Cc1cccs1)Cc1cc2ccc(OC)cc2[nH]c1=O
(20) O=c1c2ccccc2nc2n1C(CBr)CS2 (stereo unspecified)
(21) COc1ccc(/C=N/NC(=O)c2cc(Br)ccc2O)cc1Cn1cc(Cl)cn1
(22) CC(C)(C)NC(=O)/C(=C/c1ccccc1F)NC(=O)c1ccc([N+](=O)[O-])cc1
(23) CC(=O)/C=C(\C)N=Nc1c(O)[nH]c2ccccc12
(24) COc1ccccc1CN1CN(S(=O)(=O)c2ccccc2)c2nc3ccccc3nc21

compound no.	17	18	19	20	21	22	23	24
Gli-Sufu antag	1	-67	-5	-9	-1	7	14	-2
EBI2 block	9	39	-13	-7	-8	-12	3	-1
CXCR6 inh	-9	2	-5	-2	5	-1	-6	-2
697 NFkB inh	11	-83	-8	20	13	18	-1	8
CCR6 antagonist	5	25	25	10	16	0	5	23
APJ antagonist	-4	-11	-32	22	15	-14	-2	-7
UBC13 polyUb	8	4	-15	3	4	-6	-13	-7
Jurkat NFkB inh	-4	-40	6	4	6	4	-9	8

(25) CCOC(=O)N1CCN(C2=C(NS(=O)(=O)c3ccc(NC(C)=O)cc3)C(=O)c3ccccc3C2=O)CC1
(26) O=C(Cc1ccc([N+](=O)[O-])cc1)c1c(O)cc(O)cc1O
(27) Cc1ccccc1-n1c(SCC(=O)N(C)C2CCS(=O)(=O)C2)nnc1-c1ccncc1 (stereo unspecified)
(28) CCOc1ccccc1NC(=O)CSc1nnc(-c2ccco2)o1
(29) Cc1cc(NCCCn2ccnc2)n2nc(-c3ccc(Cl)cc3)cc2n1
(30) O=c1[nH]c(C2CCCCC2)nc2ccccc12
(31) CC(=O)c1sc(N2CCOCC2)nc1-c1ccccc1
(32) COc1ccc([C@@H]2CC=C(C(=O)O)[C@H](c3cccc(Cl)c3)N2S(=O)(=O)c2ccc(Cl)cc2)cc1

compound no.	25	26	27	28	29	30	31	32
Gli-Sufu antag	6	-4	-7	44	4	-5	-3	0
EBI2 block	-30	-3	-9	-8	20	-2	9	-6
CXCR6 inh	-3	-14	-10	1	3	-19	-10	-4
697 NFkB inh	11	-5	18	15	-6	-7	-9	20
CCR6 antagonist	18	18	-6	-2	-17	-7	4	9
APJ antagonist	-71	-4	-5	14	-2	8	7	9
UBC13 polyUb	-86	1	4	7	3	4	0	-21
Jurkat NFkB inh	-1	-17	5	5	-7	-11	-8	15

(33) O=C1OCC(CO)(CO)N=C1NNc1ccccc1Cl
(34) Clc1ccc(OCCOCCNCc2ccccc2)cc1Cl
(35) COc1ccc2c(c1)N(C)/C(=C1/SC(=S)N(NC(C)=O)C1=O)S2
(36) O=C(Nc1ccc([N+](=O)[O-])cc1)OCCc1ccccn1
(37) S=c1[nH]c2ccc3ccccc3c2[nH]1
(38) COc1ccc([N+](=O)[O-])cc1NC(=S)Nc1ccccc1
(39) CCOC(=O)C1CCCN(C2=NC(=O)/C(=C/c3ccc(O)c(OCC)c3)S2)C1 (stereo unspecified)
(40) O=C(O)c1c2c(nc3ccccc13)-c1ccccc1CC2

compound no.	33	34	35	36	37	38	39	40
Gli-Sufu antag	-13	15	-4	-30	0	-6	1	-10
EBI2 block	-7	-11	-7	1	-19	-3	2	-8
CXCR6 inh	4	-1	4	1	0	5	12	-8
697 NFkB inh	27	-2	-18	-106	-38	18	8	5
CCR6 antagonist	9	17	7	6	9	29	13	9
APJ antagonist	24	-27	7	-1	-17	0	16	-7
UBC13 polyUb	1	4	-19	-8	-8	-7	-18	5
Jurkat NFkB inh	15	-10	-27	-64	-23	-5	-12	-8

Entries of single compounds, looked up by structure. Screens in order: Gli-Sufu antag	EBI2 block	CXCR6 inh	697 NFkB inh	CCR6 antagonist	APJ antagonist	UBC13 polyUb	Jurkat NFkB inh
O=C(O)c1c2c(nc3ccccc13)-c1ccccc1CC2 as listed: -10	-8	-8	5	9	-7	5	-8
O=C1OCC(CO)(CO)N=C1NNc1ccccc1Cl as listed: -13	-7	4	27	9	24	1	15

More entries:
(41) CCC(C)(C)n1nnnc1CN1CCC(NC(=O)c2ccc(Br)cc2)CC1
(42) CN(C1CCS(=O)(=O)C1)S(=O)(=O)c1ccccc1[N+](=O)[O-] (stereo unspecified)
(43) CN(CCc1ccccn1)C(=O)CCC1CCCN(Cc2ccccc2OC(F)F)C1 (stereo unspecified)
(44) O=C(COC(=O)CCC(=O)c1cccs1)NCc1ccco1
(45) O=C(Nc1ccccc1C(=O)O)c1cccc(C(=O)Nc2ccccc2C(=O)O)c1
(46) CC(C)NC(=O)N(C)C[C@H]1Oc2ccc(NS(=O)(=O)c3ccccc3)cc2C(=O)N([C@H](C)CO)C[C@@H]1C
(47) Cc1cccc(N2CCN(C(=O)COc3ccc4ccc(=O)oc4c3)CC2)c1C
(48) CCOc1ccc(C(=O)Nc2nnc(S(=O)(=O)N(C)Cc3ccco3)s2)cc1

compound no.	41	42	43	44	45	46	47	48
Gli-Sufu antag	7	1	-3	-5	6	2	14	-16
EBI2 block	5	-17	5	-6	0	5	9	-6
CXCR6 inh	0	-7	-10	-7	-4	-2	2	0
697 NFkB inh	11	-2	19	/	16	4	-15	-36
CCR6 antagonist	5	10	13	-6	-21	-6	12	-3
APJ antagonist	6	-4	-13	/	23	-7	-2	16
UBC13 polyUb	-6	0	-2	/	-13	16	-2	-11
Jurkat NFkB inh	11	0	-10	/	-10	0	37	-56

Values by screen from above.
Entries 41 to 48 in CCR6 antagonist read 5, 10, 13, -6, -21, -6, 12, -3
Entries 41 to 48 in EBI2 block read 5, -17, 5, -6, 0, 5, 9, -6

The main list resumes, repeating the 3 entries before the break.
(46) CC(C)NC(=O)N(C)C[C@H]1Oc2ccc(NS(=O)(=O)c3ccccc3)cc2C(=O)N([C@H](C)CO)C[C@@H]1C
(47) Cc1cccc(N2CCN(C(=O)COc3ccc4ccc(=O)oc4c3)CC2)c1C
(48) CCOc1ccc(C(=O)Nc2nnc(S(=O)(=O)N(C)Cc3ccco3)s2)cc1
(49) N#C/C(=C\c1ccc(Sc2ccc(Cl)cc2)o1)c1nc2ccccc2[nH]1
(50) O=[N+]([O-])c1ccc(N2CCN(S(=O)(=O)c3ccccc3[N+](=O)[O-])CC2)cc1N1CCc2ccccc2C1
(51) CC(C)(C)C(=O)Nc1ccc(C(=O)N/N=C/c2ccccc2OC(=O)c2ccc(Cl)cc2Cl)cc1
(52) CC(=O)c1c(C)nn(C(=O)N2CCOCC2)c1C
(53) O=c1c2cn[nH]c2nc(SCc2ccccc2F)n1-c1ccc(Br)cc1
(54) Cc1ccc(-c2nn3c(C)nnc3s2)cc1NC(=O)c1ccc(-c2ccc(Cl)cc2Cl)o1
(55) Cc1noc(C)c1CSc1nc2ccccc2c(=O)n1-c1ccccc1
(56) COc1ccc(C2CC(c3ccccc3OC(C)=O)=NN2C(=O)/C=C/c2ccccc2)cc1 (stereo unspecified)

compound no.	46	47	48	49	50	51	52	53	54	55	56
Gli-Sufu antag	2	14	-16	18	-2	7	-3	0	19	20	11
EBI2 block	5	9	-6	31	-1	2	-3	-5	-15	8	19
CXCR6 inh	-2	2	0	7	3	10	-9	19	2	-2	11
697 NFkB inh	4	-15	-36	/	5	-17	11	-20	14	-6	-10
CCR6 antagonist	-6	12	-3	5	2	2	-13	22	-10	19	11
APJ antagonist	-7	-2	16	/	2	-5	-30	-17	-8	15	3
UBC13 polyUb	16	-2	-11	/	1	-34	1	-15	26	2	9
Jurkat NFkB inh	0	37	-56	/	6	7	7	2	14	54*	8

(57) O=C(Nc1ccc2snnc2c1)N1CCOCC1
(58) Cc1cccc(NC2SC(=O)N(c3ccccc3)C2=O)c1 (stereo unspecified)
(59) Cc1onc(-c2ccccc2)c1C(=O)NCc1ccccn1
(60) CCN1CCCC1CNc1ncnc2c1[nH]c1ccc(F)cc12 (stereo unspecified)
(61) CCc1ccc(C(=O)NNC(=O)C2CC(=O)N(c3ccc4c(c3)OCCO4)C2)cc1 (stereo unspecified)
(62) CCCS(=O)(=O)N1CCCC(C(=O)NCC(OC)OC)C1 (stereo unspecified)
(63) CC(C)c1nnc(NC(=O)C2CCN(C(=O)c3ccco3)CC2)s1
(64) CCOC(=O)C(Cc1ccccc1)C(=O)NCc1cccnc1 (stereo unspecified)

compound no.	57	58	59	60	61	62	63	64
Gli-Sufu antag	-4	-59	3	-9	-6	2	-23	-7
EBI2 block	-3	-4	-7	9	-4	-13	-3	-4
CXCR6 inh	2	-8	-7	1	1	-7	7	7
697 NFkB inh	20	-27	-7	-1	12	11	9	11
CCR6 antagonist	3	23	11	7	7	-10	-1	-2
APJ antagonist	-2	33	11	2	-4	-17	-7	-3
UBC13 polyUb	14	0	5	9	-9	-1	2	-2
Jurkat NFkB inh	6	-21	-3	3	-5	6	-3	-5

(65) Cc1cccc(NC(=O)C2CCCN2C(=O)Oc2ccccc2)c1 (stereo unspecified)
(66) COc1ccc(CCNC(=O)c2ccc3c(c2)NC(=O)C(N2CCOCC2)S3)cc1OC (stereo unspecified)
(67) CN(C)c1nc(Oc2ccc(OCCOc3ccccc3)nn2)nc(N(C)C)n1
(68) O=C(CN1CCCC1)OCCCC1CCCCC1
(69) COc1cc(C2CC(=O)Oc3c2c(=O)n(C)c2ccccc32)cc(OC)c1OC (stereo unspecified)

compound no.	65	66	67	68	69
Gli-Sufu antag	-18	-3	-2	-4	1
EBI2 block	-5	3	10	0	-4
CXCR6 inh	6	-6	1	5	-1
697 NFkB inh	-5	3	17	3	7
CCR6 antagonist	6	-27	1	-7	-8
APJ antagonist	17	13	7	-9	21
UBC13 polyUb	3	1	-1	0	3
Jurkat NFkB inh	-9	0	-11	3	15
